Assay outcomes from PubChem.
Pf growth 96h: P. falciparum growth inhibition at 96 hours; P. falciparum luciferase reporter growth, 96 h; Potency, µM (titrated, usually from 28.7 µM), inactives show at the top dose activity change, negative = inhibition, most hits filed as inhibitors; 320,000 tested, 6.9% active; note: potency is the fitted concentration of half-maximal effect; % is set by controls: 0 for no effect and ±100 for the full control effect
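P. falciparum expressing integrated firefly luciferase grown in erythrocytes (2% hematocrit, 0.05% parasitemia final) with compounds for 96 hours at 37 C, 5% CO2. Growth inhibition read as loss of luminescence after adding luciferase detection reagent.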
HCV inh: blocks hepatitis C virus; Huh7.5.1 HCVcc-Cre infection, luciferase reporter, 44 h; 340,000 tested, 3.4% active; Potency, µM (doses to about 41.8 µM), for the others: top-dose activity change, negative = inhibition, hits mostly inhibitors; note: potency is the fitted concentration of half-maximal effect; % is set by controls: 0 for no effect and ±100 for the full control effect
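A cell-based infection assay in which seeded cells (1,000 per well) receive test compound after 4 h, are inoculated with HCVcc-Cre at approximately 0.5 moi, and are incubated 44 h before luminescence detection.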
Shiga inhibitor: inhibitors of Shiga toxin in Vero cells; inhibition, % at 38.7 µM; 290,000 tested, 9.2% active; AID 2315; Vero cells, Shiga toxin protein synthesis inhibition reporter; in the data active = inhibition mostly above about 28%, no sharp cut-off; inactive = mostly below about 43%; note: 0% is about no effect
CHX counter: affects cycloheximide protein synthesis inhibition readout, counter-screen. cell reporter, cycloheximide protein synthesis inhibition counterscreen. max response, %. 300,000 tested, 12% active; in the data active = max response mostly above about 13%, no sharp cut-off; inactive = mostly below about 14%; note: read at 38.3 µM for the half of the compounds with a filed dose; 0% is about no effect
LmPK inhibitor: blocks Leishmania mexicana pyruvate kinase activity; Q27686; purified LmPK, Kinase-Glo ATP luminescence, 1 h; Potency, µM (series often up to 57.5 µM), for the others: at the top dose activity change, negative = inhibition, most hits filed as inhibitors; 290,000 tested, 0.37% active; note: potency is the fitted concentration of half-maximal effect; % is set by controls: 0 for no effect and ±100 for the full control effect
Target sequence (Q27686 whole entry, looked up): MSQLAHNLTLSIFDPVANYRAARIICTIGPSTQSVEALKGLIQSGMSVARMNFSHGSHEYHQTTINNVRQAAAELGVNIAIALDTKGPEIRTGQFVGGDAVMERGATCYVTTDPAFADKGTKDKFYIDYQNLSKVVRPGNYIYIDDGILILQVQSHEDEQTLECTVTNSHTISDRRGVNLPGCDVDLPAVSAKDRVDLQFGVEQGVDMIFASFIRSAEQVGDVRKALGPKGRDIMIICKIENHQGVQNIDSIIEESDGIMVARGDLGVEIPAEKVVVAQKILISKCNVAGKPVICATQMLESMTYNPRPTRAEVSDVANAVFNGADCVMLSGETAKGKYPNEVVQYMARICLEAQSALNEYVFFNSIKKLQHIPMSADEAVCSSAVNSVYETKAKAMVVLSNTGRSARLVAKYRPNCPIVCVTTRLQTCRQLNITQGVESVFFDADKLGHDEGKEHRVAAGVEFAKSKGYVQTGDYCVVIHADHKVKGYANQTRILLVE
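Pyruvate kinase activity monitored as ATP production (luciferase luminescence). Conditions: 0.1 nM enzyme, 0.5 mM PEP, 0.1 mM ADP, 1 h, RT; normalized against uninhibited and no-enzyme wells.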
Pf growth 48h: P. falciparum growth inhibition at 48 hours (one generation); P. falciparum luciferase growth in erythrocytes, 48 h; Potency, µM (series often up to 28.7 µM), inactives show at the highest dose activity change, negative = inhibition, usual class: inhibitors; 310,000 tested, 5.9% active; AID 504832; note: potency is the fitted concentration of half-maximal effect; % is set by controls: 0 for no effect and ±100 for the full control effect
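Read-out is firefly luciferase luminescence from an integrated reporter in P. falciparum, so falling signal marks reduced parasite growth. Infected erythrocytes were at 2% hematocrit and 0.1% parasitemia (final) in Albumax-supplemented RPMI 1640.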
TbPYK inhibitor: T. brucei pyruvate kinase inhibition; Q57TT1; TbPYK enzyme, Kinase-Glo Plus ATP luminescence, 45 min; Potency, µM (highest dose often 76.8 µM), for inactives: top-dose activity, negative = inhibition, hits mostly inhibitors; 410,000 tested, 0.12% active; note: potency is the fitted concentration of half-maximal effect; % is set by controls: 0 for no effect and ±100 for the full control effect; nearly all actives have a fitted effect of over 50% in size
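ADP (130 uM final) triggers the TbPYK reaction after compound addition; incubation is 45 min at room temperature. Kinase-Glo Plus is then added and luminescence imaged. Normalized data are fitted to concentration-effect curves.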
* hit, by the source's call; ? = inconclusive; nt = not tested or not shown; & = joins results of further samples; [ ] = remark or other dose. Unless noted, calls come from the whole dose curve; as a rule, active = well fitted curve in the direction sought with a large enough effect; inconclusive = small, poorly fitted or top-dose-only effect, or another doubt; inactive = no such curve, though single readings can be large; an effect the other way counts as inactive or inconclusive. This is a random part of the collection; overall some 24% were active at least once.

Results follow in this order: Pf growth 96h | HCV inh | Shiga inhibitor | CHX counter | LmPK inhibitor | Pf growth 48h | TbPYK inhibitor
> CCOC(=O)c1cc2cc(-c3c(C(=O)OCC)oc4cc(O)cc(O)c4c3=O)ccc2o1
    18%[5.75 µM] | -11% | 9 | 9 | -2% | -11% | -1%
> COc1ccc(C(O)c2nccn2C)cc1 (stereo unspecified)
    nt | 11% | -17 | -2 | 3% | -9% | 2%
> O=C(NC(=S)N1CCN(c2c(Cl)cccc2[N+](=O)[O-])CC1)c1cccs1
    0% | 1% | 31 | 12 | -3% | ? | -6%
> c1ccc(CNc2ccc(CNc3ncn[nH]3)cc2)cc1
    60%[activator] | 14% | 24 | 18* | -2% | 70%[activator] | 2%
> COc1ccc(N2CCN(CCNC(=O)C3CCN(S(=O)(=O)c4cccs4)CC3)CC2)cc1
    -1% | ? | -6 | -2 | 6% | 0% | 2%
> COc1c(Cl)cc(C(=O)NN)cc1Cl
    1% | 15% | -2 | -4 | -3% | 0% | 0%
> Cc1cccc(N2CCN(C(=O)NCc3ccc(Cl)cc3)CC2)c1
    -23% | -9% | -3 | -3 | 6% | ? | -3%
> COc1cc(C(=O)NCCc2ccc(F)cc2)ccc1OCC(=O)N1CCOCC1
    -5% | 18% | nt | nt | nt | -10% | 1%
> COc1ccc(C2=Nn3c(nnc3-c3ccco3)SC2)cc1OC
    ? | -21% | 10 | -5 | -2% | ? | 5%
> N#Cc1cccc2cccc(S(=O)(=O)N3CCOCC3)c12
    5% | 10% | nt | nt | nt | -1% | 7%
> Cc1ccc(CC(=O)O/N=C(\N)c2cccc([N+](=O)[O-])c2)cc1
    15µM* | 26% | -3 | 15* | 1% | 31%[activator] | 1%
> O=C(O)c1ccc(S(=O)(=O)NCC2CCCO2)cc1 (stereo unspecified)
    37%[activator] | 1% | -25 | -2 | 3% | 308%[activator] | 5%
> CC(C)(C)OC(=O)NN1CC(=O)N2Cc3ccccc3C[C@@H]2C1=O
    4% | 7% | -6 | -2 | -6% | -13% | 8%
> COc1ccccc1N1CCc2c(C)nc3c(OC)cccc3c21
    ? | ? | -6 | 7 | 2% | 13µM* | 12%
> COc1ccc(NC(=O)Nc2c(C)n(-c3ccccc3)c(=O)n2C)cc1OC
    16% | 17% | 7 | 2 | 2% | 1% | 5%
> CCC(C)C(NC(C)=O)C(=O)NC(=O)NC(c1ccccc1)c1ccccc1 (stereo unspecified)
    nt | -25% | -15 | -5 | 2% | 7% | 7%
> CN(Cc1ccccc1)C(=O)CCc1ccccc1
    96%[activator] | 14% | -6 | -1 | -6% | 7% | 0%
> Cn1cnnc1SCC(=O)c1ccc2c(c1)NC(=O)CO2
    -8% | 14% | nt | nt | nt | 2% | -9%
> CCCCCOc1ccc(C(O)C(CN2CCOCC2)c2ccccc2)cc1 (stereo unspecified)
    -4% | -1% | -3 | -1 | 8% | 2.6µM* | 2%
> Nc1nc(N)c2[nH]c(-c3ccccc3)nc2n1
    ? | 13% | 40 | 5 | -4% | -31% | 7%

The list goes on:
Results follow in this order: Pf growth 96h | HCV inh | Shiga inhibitor | CHX counter | LmPK inhibitor | Pf growth 48h | TbPYK inhibitor
> Clc1ccc(-n2nnnc2CN2CCOCC2)cc1Cl
    37%[activator] | -10% | -11 | 2 | -14% | -14% | -16%
> CCn1nnnc1SCC(=O)N1N=C(c2cccs2)CC1c1cccs1 (stereo unspecified)
    -10% | -2% | nt | nt | nt | 2% | 1%
> CCn1c(=O)c(C(=O)Nc2ccccn2)c(O)c2ccccc21
    ? | 15% | 2 | 3 | 2% | 5% | -4%
> O=C(OCC(=O)N1CCC(Cc2ccccc2)CC1)c1ccc[nH]c1=O
    16% | -7% | 18 | 3 | -3% | -3% | 5%
> CC(NC(=O)C(=O)NN=C1CCCCCCC1)c1ccccc1 (stereo unspecified)
    7% | -2% | 9 | 1 | -1% | 8% | 2%
> CCOc1ccc(-c2nnc(NC(=O)c3ccc(OCC(C)C)c(OC)c3)o2)cc1
    ? | -27% | 45 | 25* | -4% | 0% | -3%
> O=C(CNC(=O)c1cccc(F)c1)OCc1cc(=O)n2cc(Br)ccc2n1
    18% | 8% | -4 | 14 | -5% | 11% | -2%
> Cc1nc(SCc2ccc(Cl)cc2)ncc1C(=O)O
    ? | 13% | 60* | 14 | 0% | 12% | -19%
> CC(Sc1nc2ccccc2c(=O)n1C)C(=O)N(C)C1CCCCC1 (stereo unspecified)
    ? | ? | nt | nt | nt | 1.9µM* | -8%
> NC(=S)NN=C1c2cc(OCCN3CCOCC3)ccc2-c2ccc(OCCN3CCOCC3)cc21
    78%[activator] | 4µM* | -13 | 0 | -2% | 3.3µM* | 1%
> CCOc1ccc(/C=C/C(=O)Oc2ccccc2)cc1
    ? | 27% | -2 | -2 | 0% | ? | 0%
> CC(C)C(NS(=O)(=O)c1cccs1)C(=O)NCc1ccccc1 (stereo unspecified)
    -2% | 14% | -4 | -2 | -1% | -7% | -7%
> Cc1ccc(NC(=O)C2CC(=O)NC(N3CCCCC3)=N2)cc1Cl (stereo unspecified)
    ? | 11% | -4 | 1 | 4% | -3% | -1%
> CCN(CC(=O)NCc1cccs1)C(=O)CCOc1ccccc1C
    9% | -7% | -3 | -2 | -10% | -5% | 1%
> CC(=O)c1c(C)[nH]c(C(=O)OCc2cc(=O)n3cc(Br)ccc3n2)c1C
    19% | -22% | nt | nt | nt | 14% | -3%
> COCCNC(=O)Cn1c(=O)n(Cc2ccco2)c(=O)c2ccccc21
    10% | 5% | -3 | -1 | 3% | 18% | 0%
> CCN(CC)S(=O)(=O)c1ccc(N2CCOCC2)c(NC(=O)c2ccc(NC(C)=O)cc2)c1
    ? | ? | -8 | 1 | 1% | ? | -3%
> Cc1ccc2[nH]c3c(=O)n(CC(=O)NCCc4ccc(Cl)cc4)ncc3c2c1
    13µM* | 13% | 22 | 4 | 2% | ? | -6%&0%
> CCCCN1C(=O)c2ccc(C(=O)Nc3cccc(C)c3C)cc2C1=O
    -29% | 1% | 4 | -3 | 14% | nt | -5%
> O=C(Cc1ccc(Cl)cc1)NN1C(=O)c2ccccc2C1=O
    ? | 22% | 2 | -3 | 1% | -2% | -23%

New compounds follow
Results follow in this order: Pf growth 96h | HCV inh | Shiga inhibitor | CHX counter | LmPK inhibitor | Pf growth 48h | TbPYK inhibitor
> Cc1csc(NC(=O)C2CCCN(S(=O)(=O)c3cccnc3)C2)n1 (stereo unspecified)
    9% | 2% | -16 | -6 | 1% | nt | -4%
> CSCCC(NS(=O)(=O)c1ccc(Cl)cc1)C(=O)OCc1c(Cl)cccc1Cl (stereo unspecified)
    4% | ? | 16 | 1 | 2% | 5% | 4%
> Cc1ccc2nc(NC(=O)C3CCCN(S(=O)(=O)c4cccc5nsnc45)C3)sc2c1 (stereo unspecified)
    ? | 11µM* | 27 | 25* | -2% | 10µM* | -1%
> O=C(COC(=O)Cc1c[nH]c2ccccc12)NCCc1ccccc1
    16% | 4% | nt | nt | nt | ? | -5%
> CCNC(=S)Nc1cc(Cl)ccc1Oc1ccccc1
    ? | -5% | -7 | -2 | 5% | -19% | -18%
> O=c1cc(Cn2nnc(-c3ccc(Cl)cc3)n2)nc2sccn12
    ? | -2% | 34 | -2 | -1% | 5% | 5%
> CCn1c(COc2ccc(OC)cc2)nnc1SCC(=O)Nc1cc(OC)ccc1OC
    315%[activator] | 1.3µM* | -6 | -2 | 3% | ? | 1%
> CCN1CCN(C(c2nnnn2Cc2ccc3c(c2)OCO3)C(C)C)CC1 (stereo unspecified)
    4% | 5% | -10 | -1 | 0% | -7% | -4%
> COc1ccc2[nH]c(O)c(N=NC(=O)Cc3cccs3)c2c1
    24% | -20% | 39* | 27* | 1% | 5% | -1%
> Cc1c(C(=O)Nc2ccccc2)cc(-c2ccccc2)n1CCCN1CCOCC1
    ? | -3% | -18 | -2 | 2% | ? | 0%
> CN(C1CCCCC1)S(=O)(=O)c1ccc(NC(=O)c2ccco2)cc1
    13% | 2% | -2 | -1 | -4% | ? | 4%
> CCCc1nnc(NC(=O)CN2C(=O)c3ccccc3C2=O)s1
    ? | -14% | -5 | -1 | -6% | nt | 1%
> COc1ccc(Nc2nc(NCC3CCCO3)nc(N)c2[N+](=O)[O-])cc1 (stereo unspecified)
    ? | ? | 15 | 7 | 3% | ? | -1%
> O=C(Nc1ccc2c(c1)CN(Cc1ccccc1O)CC2)C1CCCO1 (stereo unspecified)
    3.3µM* | -26% | -1 | -3 | 0% | ? | 4%
> Cc1ccc(S(=O)(=O)NC2CC2)cc1
    -19% | 2% | -7 | 3 | -6% | 19% | 8%
> CCCCN(C(=O)c1c(CC)noc1C)c1c(N)n(CC(C)C)c(=O)[nH]c1=O
    -20% | 11% | nt | nt | nt | ? | -1%
> O=C(NCCCCNC(=O)C(F)(F)F)C(F)(F)F
    ? | 9% | -8 | 17 | 3% | -2% | 3%
> CCCCS(=O)(=O)c1sc2nc(C)cc(C)c2c1N
    nt | 4% | 1 | 0 | 0% | 2% | 0%
> Cc1nc(-c2ccccn2)sc1C(=O)Nc1ccc(Cl)c(Cl)c1
    37%[activator] | ? | 128* | 26* | 8% | 17% | -2%
> O=C1NC(=Nc2ccc(F)cc2)SC1Cc1ccc(F)cc1 (stereo unspecified)
    8.3µM* | 4% | 12 | 2 | 6% | 9.3µM* | 3%

One compound at a time, as listed above.
COc1ccc2[nH]c(O)c(N=NC(=O)Cc3cccs3)c2c1 in the list: Pf growth 96h = 24%; HCV inh = -20%; Shiga inhibitor = 39*; CHX counter = 27*; LmPK inhibitor = 1%; Pf growth 48h = 5%; TbPYK inhibitor = -1%
CC(=O)c1c(C)[nH]c(C(=O)OCc2cc(=O)n3cc(Br)ccc3n2)c1C in the list: Pf growth 96h = 19%; HCV inh = -22%; Shiga inhibitor = nt; CHX counter = nt; LmPK inhibitor = nt; Pf growth 48h = 14%; TbPYK inhibitor = -3%

Following part
Results follow in this order: Pf growth 96h | HCV inh | Shiga inhibitor | CHX counter | LmPK inhibitor | Pf growth 48h | TbPYK inhibitor
> COc1ccc(OC)c(Cc2nnc(CCC(=O)N3CCCCC3)o2)c1
    ? | -4% | 73* | 22* | -1% | 11% | -3%
> CCN(CC)CC(=O)N1CCCC(C(=O)c2ccccc2OC)C1 (stereo unspecified)
    ? | 8% | 25 | 11 | 0% | 1% | 5%
> COC(=O)c1c(F)c(F)c(NCCO)c(F)c1F
    7% | 9% | 48 | 9 | 5% | 18% | 2%
> CCOc1cc(/C=N/N=C(N)N)ccc1OCc1ccc(Cl)cc1
    ? | ? | -23 | -12 | -5% | 1.5µM* | -4%
> CC1(c2nnc(-c3ccccc3)o2)CC(c2cccc(Cl)c2)=NO1 (stereo unspecified)
    70%[activator] | ? | -8 | -1 | 4% | 45%[activator] | -4%
> CCN(c1ccccc1)c1nc(C#N)nc(N(CC)c2ccccc2)n1
    ? | ? | 2 | -2 | 6% | ? | 0%
> CN=c1scc(C)n1/N=C/c1ccc2c(c1)OCO2
    55%[activator] | ? | 69* | 28* | 16µM* | 278%[activator] | 2%
> O=[N+]([O-])c1ccccc1CNC1CCCCCC1
    81%[activator] | 7% | -7 | 2 | -1% | 6% | 2%
